MBD2 DNA inh: inhibitors of human MBD2 binding to methylated oligonucleotide; inhibition, % at 4.4 µM; TR-FRET; actives 0.31% (n = 370,000); Q9UBB5; in the data active = inhibition above about 13%
Target sequence (Q9UBB5 whole entry, looked up): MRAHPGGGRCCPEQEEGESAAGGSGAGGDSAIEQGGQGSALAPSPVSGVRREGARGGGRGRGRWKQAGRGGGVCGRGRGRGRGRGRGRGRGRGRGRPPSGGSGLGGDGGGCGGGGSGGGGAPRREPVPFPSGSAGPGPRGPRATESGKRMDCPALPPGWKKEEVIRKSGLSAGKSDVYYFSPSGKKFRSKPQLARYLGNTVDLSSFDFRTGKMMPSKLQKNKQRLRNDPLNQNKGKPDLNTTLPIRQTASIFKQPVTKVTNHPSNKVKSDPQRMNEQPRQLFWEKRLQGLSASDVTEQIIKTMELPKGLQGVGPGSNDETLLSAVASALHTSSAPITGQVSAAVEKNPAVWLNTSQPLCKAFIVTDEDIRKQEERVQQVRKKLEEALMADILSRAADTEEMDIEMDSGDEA
HTRA1 inh: blocks human HTRA1 serine peptidase. inhibition, % at 5.96 µM. recombinant HTRA1, FP-rhodamine activity-based probe, fluorescence polarization. Q92743. actives 0.5% (n = 340,000); in the data active = inhibition above about 36%;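 note: 0% = enzyme with DMSO and 100% = wells lacking enzyme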
Target sequence (Q92743 whole entry, looked up): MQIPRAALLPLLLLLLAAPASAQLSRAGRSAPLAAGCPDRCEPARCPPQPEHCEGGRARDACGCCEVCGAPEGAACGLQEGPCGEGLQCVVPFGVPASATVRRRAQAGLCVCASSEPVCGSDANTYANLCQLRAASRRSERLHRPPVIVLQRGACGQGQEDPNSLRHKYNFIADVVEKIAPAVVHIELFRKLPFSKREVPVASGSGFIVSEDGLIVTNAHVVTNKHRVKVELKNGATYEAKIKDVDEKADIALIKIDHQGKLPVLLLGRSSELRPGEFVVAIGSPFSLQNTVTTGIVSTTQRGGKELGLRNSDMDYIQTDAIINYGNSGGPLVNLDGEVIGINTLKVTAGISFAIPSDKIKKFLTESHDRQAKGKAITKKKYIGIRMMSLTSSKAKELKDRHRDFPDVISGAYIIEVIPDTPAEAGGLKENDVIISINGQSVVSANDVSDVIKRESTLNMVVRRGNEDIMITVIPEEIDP
PRMT1 FP inh: inhibitors of human PRMT1; Q99873; recombinant PRMT1, activity-based probe fluorescence polarization; inhibition, % at 2.79 µM; actives 1.3% (n = 370,000); AID 652257;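 active = inhibition above about 21% made by adding two undisclosed values, limit read from the data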
TCR-CD3 inh: blocks the human TCR-CD3 interaction. inhibition, % at 9.4 µM. TAMRA-labeled TCR probe fluorescence, biochemical. actives 0.37% (n = 360,000); in the data active = inhibition above about 19%;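 note: recombinant mutant TCR 2C K166C tagged with TAMRA read by polarization; 0% = receptor in buffer alone and 100% = receptor with positive control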
GC-A act: GC-A (human) enzyme activation. P16066. HEK293 GC-A cells, cGMP TR-FRET, EC30 ANP; 0% at EC30 ANP, 100% saturating ANP. activation, % at 10 µM. actives 0.14% (n = 370,000). AID 1671463; in the data active = activation above about 40%
SIAE primary: blocks human sialic acid acetylesterase. actives 0.69% (n = 370,000). AID 1053197. SIAE FP-Rh probe binding, fluorescence polarization. inhibition, % at 9.66 µM;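 active = inhibition above a cutoff: mean of compounds within the control limits plus 3 SD of those, cut at about 17% in these data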;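 note: 0% = plate median of compound wells and 100% = probe without SIAE protein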
ABHD4 inh: inhibits mouse alpha/beta hydrolase domain 4; Q8VD66; inhibition, % at 8.92 µM; AID 720543; actives 0.54% (n = 370,000); purified mABHD4, FP-Rh probe fluorescence polarization;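 active = inhibition exceeding the mean over every tested compound plus 3 SD, cut at about 30% in these data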;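 note: 0% = plate median of compound wells and 100% = S159A mutant with DMSO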
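Assay system: Wild-type mouse ABHD4 protein | Medium: HEPES pH 7.0 buffer, 150 mM NaCl, 0.01% Pluronic F-127 | Incubation: Enzyme–compound pre-incubation 45 min, then probe 60 min, both 25 °C | Technique: Fluorescence polarization with parallel and perpendicular emission, 525/598 nm | Evaluation: % inhibition of FP-Rh probe binding versus controls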
UHRF1 binding: human UHRF1 methylated DNA binding inhibitors; Q96T88; UHRF1 binding to methylated oligo, TR-FRET; inhibition, % at 4.4 µM; actives 0.75% (n = 370,000); AID 687016; in the data active = inhibition above about 21%;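 note: UHRF1 SRA domain binding a hemimethylated CpG hairpin DNA probe; 0% = median of test compound wells and 100% = reference inhibitor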
rCAG binder: molecules binding r(CAG) RNA repeats; AID 651821; r(CAG) RNA repeat, TO-PRO-1 dye displacement fluorescence; actives 1.3% (n = 370,000); inhibition, % at 3 µM;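 active = inhibition above the plate cutoff, the mean of all test compounds on that plate plus 3 SD, cut at about 35% in these data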;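 note: 0% = DMSO alone and 100% = 100 µM mitoxantrone as full dye displacement; higher means more dye released from RNA so lower well fluorescence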
GC-B act: GC-B (human) receptor activation | activation, % at 10 µM | HEK293-GC-B cells, CNP EC30, cGMP TR-FRET; 0% at EC30 CNP, 100% saturating CNP | P20594 | AID 1920062 | actives 0.11% (n = 370,000);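 active = activation at 10 µM reaching about 35% in either raw or pattern-adjusted values, limit read from the data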
Starred values were filed as active, the others as inactive; . = no result given; + = active, no number. Some of the compounds tested; the hit share may differ from the screen's.

item	Structure	MBD2 DNA inh	HTRA1 inh	PRMT1 FP inh	TCR-CD3 inh	GC-A act	SIAE primary	ABHD4 inh	UHRF1 binding	rCAG binder	GC-B act
1	CC1(C)CC(=O)C2=C(C1)OC(N)=C(C#N)C2c1cn(-c2ccccc2)nc1-c1ccccc1 (stereo not given)	2	-48	-3	2	-19	0	-1	-2	13	0
2	Fc1ccc(C2c3[nH]c4ccccc4c3CCN2Cc2ccoc2)cc1 (stereo not given)	2	-10	2	6	-23	-2	-5	-2	-1	-15
3	O=C1c2ccccc2C(=O)C1c1ccccn1	-11	6	7	-6	-6	-5	-10	-5	-1	-3
4	CN(Cc1ccccc1)c1nccn2ccnc12	2	.	3	-4	1	0	2	2	0	1
5	CCc1nnc(NC(=O)CSc2ncnc3c2oc2ccccc23)s1	1	-9	-2	0	14	-1	5	-2	5	-3
6	CCc1ccccc1-n1nnnc1-c1cnccc1C(F)(F)F	-1	5	1	-6	0	2	6	9	-4	-2
7	CN(C)C(=S)NCc1ccccc1	-2	3	2	0	-2	-5	2	0	-2	8
8	Cc1ccc(NCc2nnc(SCC(=O)c3ccc4c(c3)OCCO4)o2)c(C)c1	-3	4	0	1	-11	5	-5	-3	1	-7
9	CC1CC(C)(C)C2=NCCN21 (stereo not given)	5	0	2	1	1	-4	3	3	6	1
10	N/C(=N\OC(=O)Nc1ccccc1)c1cccc(C(F)(F)F)c1	6	0	3	2	2	10	3	2	-1	5
11	COc1ccc(-c2csc3ncnc(N4CCN(c5ccccc5)CC4)c23)cc1	2	2	4	1	-11	-3	-4	1	0	-7
12	COc1ccc(CC(=O)NCC2CCCN(Cc3ccc(OC(F)(F)F)cc3)C2)cc1 (stereo not given)	9	0	4	-8	-34	-6	-3	7	-7	-12
13	CCOC(=O)c1ccc(N2C=C(C(=O)OC)C(c3cccc(O)c3)C(C(=O)OC)=C2)cc1	2	-15	-3	2	-5	-4	-7	-3	5	-1
14	COc1ccc(C(=O)N/N=C2\CCS(=O)(=O)c3ccc(F)cc32)cc1OC	0	10	0	12	-3	-3	-6	-1	-1	-1
15	COc1ccccc1N(CC(=O)NC1CCCCC1C)S(=O)(=O)c1cccs1 (stereo not given)	-1	-4	-4	-4	-5	0	9	0	0	6
16	c1cnn2c(-c3ccc4c(c3)CCO4)cnc2c1	-5	.	6	-3	0	1	0	-6	-1	-3

Reprinted at random: 3 entries already listed, in no set order.
item	Structure	MBD2 DNA inh	HTRA1 inh	PRMT1 FP inh	TCR-CD3 inh	GC-A act	SIAE primary	ABHD4 inh	UHRF1 binding	rCAG binder	GC-B act
12	COc1ccc(CC(=O)NCC2CCCN(Cc3ccc(OC(F)(F)F)cc3)C2)cc1 (stereo not given)	9	0	4	-8	-34	-6	-3	7	-7	-12
16	c1cnn2c(-c3ccc4c(c3)CCO4)cnc2c1	-5	.	6	-3	0	1	0	-6	-1	-3
14	COc1ccc(C(=O)N/N=C2\CCS(=O)(=O)c3ccc(F)cc32)cc1OC	0	10	0	12	-3	-3	-6	-1	-1	-1

Next section
item	Structure	MBD2 DNA inh	HTRA1 inh	PRMT1 FP inh	TCR-CD3 inh	GC-A act	SIAE primary	ABHD4 inh	UHRF1 binding	rCAG binder	GC-B act
17	CN(Cc1ccc(Cl)c(Cl)c1)C(=O)c1[nH]c(C(F)(F)F)nc1-c1ccccc1	4	.	-2	-4	2	-2	-22	-1	26	0
18	CCOC(=O)c1c(NCc2ccc3c(c2)OCO3)c2ccccc2[nH]c1=O	2	-1	0	7	2	-5	-3	0	-4	2
19	CCCNC(=O)c1cccc(NC(=O)C(C)C)c1	2	5	-1	-2	3	-1	-2	0	3	-3
20	C/C(CC(=O)Nc1ccc([N+](=O)[O-])cc1)=N/NC(=O)C1C2CCCCC21 (stereo not given)	1	-13	3	8	-3	1	-8	-3	16	-3
21	O=C1NC[C@@H](CCCCN2C[C@H](Cc3ccc(O)cc3)N(Cc3ccccc3)C(=O)C2=O)N(CCc2ccc(O)cc2)C1=O	-5	.	0	-1	1	1	4	-1	3	1
22	COc1cc(C)c(NC(=S)NCCCN2CCOCC2)cc1OC	-2	5	3	7	0	1	5	-1	-3	3
23	COc1cc(OC)cc(-c2cc3nc(C)c(CCC(=O)O)c(=O)n3[nH]2)c1	1	-7	2	5	2	-9	5	0	4	3
24	CCNC(=S)NNc1nncc2ccccc12	-1	0	-5	5	1	7	-4	-4	-1	1
25	COC(=O)C(C)Oc1cc(OC(C)C(=O)OC)c2c(C)c(Cl)c(=O)oc2c1 (stereo not given)	-1	1	0	3	22	-2	3	-3	-4	4
26	COc1ccc(NS(=O)(=O)c2cc(NC(=O)COc3ccccc3F)ccc2OC)cc1	-3	-13	1	6	-6	-3	-5	-1	4	-3
27	Cc1ccc(S(=O)(=O)N2C[C@H]3C(=O)C[C@@H]4C(=O)N(c5ccccc5)C(=O)[C@@H]4[C@@H]3C[C@H]2c2cccs2)cc1	1	.	-3	2	-2	-2	-2	-3	8	-1
28	Cc1ccc(-n2ncc3c(NNC(=O)c4ccco4)ncnc32)cc1Cl	-1	5	0	2	30	1	7	-1	12	-4
29	CC1CN(C(=O)c2cccc(NS(=O)(=O)c3ccc(Br)cc3)c2)CC(C)O1 (stereo not given)	1	7	-5	7	-3	7	3	0	9	4
30	CN1CCCC1c1cccnc1 (stereo not given)	0	-2	-5	-3	3	1	0	8	-3	-4
31	CN(C)c1ccc(/C=N/NC(=O)c2ccco2)cc1	-5	2	-2	-1	-13	-1	-1	0	1	-3
32	CCc1nnc(NC(=O)CSc2nnc(-c3ccoc3C)n2CC(C)C)s1	4	7	-1	-3	2	-3	5	-2	-6	-3
33	O=C(CSc1nc2ccccc2n1CC(=O)N1CCCC1)Nc1ccc2c(c1)OCO2	-7	3	0	-1	3	10	-15	0	4	5
34	O=C(NCCO)/C(=C\c1ccc2c(c1)OCO2)NC(=O)c1ccc(Br)cc1	2	0	2	-7	3	8	-2	0	0	-2
35	CC(=O)c1ccc(OCC(=O)c2cc(C)n(-c3ccc4c(c3)OCO4)c2C)cc1	-4	-12	5	-7	2	2	1	-1	5	6
36	COc1cccc(NC(=O)c2cc(Cl)nnc2Cl)c1	11	5	3	0	2	0	-12	7	4	-1
37	Cn1c(COc2ccccc2)nnc1SCC(=O)Nc1ccc2c(c1)OCO2	0	4	-3	2	-2	6	-10	1	-1	2
38	Cc1c(C)c2ccc(OCC(=O)c3ccccc3)cc2oc1=O	3	-2	-2	-1	-3	-23	-6	8	1	4
39	COc1ccc(C(CNC(=O)c2cc(C)on2)N(C)C)cc1 (stereo not given)	-4	-1	-3	-7	1	-4	-3	-3	-1	0
40	CCCCNS(=O)(=O)c1ccc(NC(=O)Cc2ccccc2[N+](=O)[O-])cc1	-6	-12	0	0	-1	5	6	-2	4	-6
41	O=C(OCn1nnc2ccccc2c1=O)c1ccc(F)c(S(=O)(=O)N2CCOCC2)c1	2	3	-2	-3	0	-2	-5	73*	4	12
42	Cc1ccc(NC(=O)CN(C)C(C)C(=O)N2CC(C)CC(C)C2)cc1 (stereo not given)	0	-1	0	10	2	0	2	-2	-1	2
43	Cc1ccc(CN2CCCCC(NC(=O)Cc3cccs3)C2=O)cc1 (stereo not given)	-3	.	3	.	5	2	1	-1	2	2
44	O=C(O)c1ccc(NN=Cc2cc(=O)[nH]c(=O)[nH]2)cc1	-4	7	1	1	-4	3	4	0	1	1
45	COC(=O)c1c(C(C)=O)c(C)n(C)c1C	-4	11	1	2	0	10	0	-2	-3	1
46	CCOC(=O)c1c(NC(=O)Cn2nc(C(F)(F)F)cc2C)sc(C)c1C	-2	0	3	2	-13	-2	-9	0	-2	-8
47	O=C1CN(C(=O)COC(=O)c2cccnc2Cl)c2ccccc2N1	-4	-1	-10	0	3	2	0	-1	-2	3
48	Cc1sc(NC(=O)c2cccs2)nc1-c1ccccc1	-5	-52	1	5	-4	-11	-2	0	3	-4
49	COc1ccc(CCNC(=O)C2CCCN(c3nc(C)cc(C)n3)C2)cc1 (stereo not given)	-6	0	1	4	-5	-4	-1	-1	-9	2
50	Nn1c(SCC(=O)Nc2ccccc2F)nnc1C1CCCCC1	-3	3	0	-7	2	1	1	1	-4	-4
51	CCN(N=O)c1ccc(C=C2C=Cc3ccccc32)cc1	-9	-14	-2	4	8	-1	11	-6	9	-11
52	O=C(CNC(=O)c1cccc(Cl)c1)N/N=C/c1cccnc1	-3	9	-1	7	2	7	3	-1	0	5
53	Cc1ccccc1NC(=S)Nc1cccc([N+](=O)[O-])c1	-5	2	2	2	2	9	-5	1	3	1
54	Cc1nn(CC(=O)NCCCN2CCCC2=O)c(C)c1[N+](=O)[O-]	-9	.	0	0	1	5	0	-3	2	-3
55	CCOc1ccc(NC(=O)CN(C)C(=O)CC(NC(=O)c2ccccc2)c2ccccc2)cc1OCC (stereo not given)	-5	1	1	5	-2	3	1	0	-2	1
56	CCOC(=O)[C@]12CCCCC/C=C\1N(CCc1ccc(Cl)cc1)C(=O)[C@H]2CC(=O)N1CCN(C(=O)C2CC2)CC1	-3	.	-8	.	0	2	-1	3	1	7
57	Cn1c(C(=O)NCCc2c[nH]c3ccccc23)cc2sccc21	5	2	6	-11	-3	8	0	1	7	1
58	Cc1cc(C)n(-c2ccc(C(=O)Oc3ccc4c(c3)OCO4)cc2)n1	5	-18	-2	-1	1	-3	3	-1	0	-1
59	CCCc1nc2ccccc2c(=O)n1/N=C/c1ccc(O)c(O)c1	-2	27	-1	-5	-4	-1	5	4	1	-6
60	COc1ccc(CNC(=O)CCNC(=O)N2CC(=O)Nc3ccccc32)cc1	5	-1	1	-4	4	+	-2	-2	0	4
61	CCCCCCN1C(=O)CC(NC(=O)OCC2c3ccccc3-c3ccccc32)C/C=C\C1C(C)C (stereo not given)	-7	-36	-1	0	0	2	-9	1	3	-3
62	O=C(Nc1ccc(Br)cn1)c1ccc([N+](=O)[O-])o1	1	11	0	-1	-1	-2	-3	1	0	0
63	CCCCOc1ccc(S(=O)(=O)Nc2ccc(NC(C)=O)cc2)cc1	-6	-7	0	2	-7	2	-9	-1	1	2
64	CC(Cc1ccccc1)C(=O)N(C)Cc1ccccc1 (stereo not given)	-1	1	-2	8	-1	3	0	-2	-4	5
65	CCn1ncc(Br)c1C(=O)Nc1ccc(F)c([N+](=O)[O-])c1	4	-2	-1	-2	28	-4	-2	1	-2	35*
66	Cc1ccc(S(=O)(=O)N(CCO)Cc2cc3ccc(C)c(C)c3[nH]c2=O)cc1	-2	-7	-1	7	3	2	-1	-2	-7	-2
67	COc1ccccc1N1CCN(C(=O)CCCn2c(=S)[nH]c3ccccc3c2=O)CC1	0	-1	2	1	-1	5	6	2	2	1
68	CCCCn1nc(C(=O)Nc2ccc3c(c2)OCO3)c2ccccc2c1=O	-1	-23	2	4	3	10	-10	0	4	1
69	C/C(=N\NC(=O)c1ccc(CN(C)S(=O)(=O)c2ccc(C)cc2)cc1)c1ccc(OC(F)F)cc1	-3	-2	-3	-2	1	6	0	-1	5	4
70	COc1ccc(C2=CC(c3ccc(Cl)cc3)n3cnnc3N2)cc1OC (stereo not given)	4	-5	1	5	-3	0	-1	12	-5	-3
71	CC(=O)Nc1ccc(OC(=O)c2cccnc2)cc1	-4	-2	0	0	-2	0	0	5	4	-2
72	CCN(CC)S(=O)(=O)c1ccc(-c2nnc(SCC(=O)Nc3nnc(C)s3)n2CC)cc1	-1	2	-4	2	1	-1	-5	-1	-4	3
